KCNH2 WT inh = qHTS for Inhibitors of KCHN2 3.1: Wildtype qHTS; Voltage-gated inwardly rectifying potassium channel KCNH2 (Homo sapiens), Q12809; U2OS, BacMam KCNH2, thallium flux FluxOr; active compounds read low; activity change, % at 1.84 µM; 340,000 compounds, 0.37% hits; AID 720551, 2013;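 active = maximum activity change below -70%; inconclusive = maximum activity change between -70% and -50%; inactive = maximum activity change above -50%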; also: % is scaled to controls: 0 for no effect and ±100 for the full control effect
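U2OS cells were transduced with wild-type KCNH2 virus (2.03 x 10^8 / mL) for 4 h at room temperature, then cultured overnight at 37 C. Thallium flux was read with FluxOr dye. Rate constants were normalized to DMSO controls.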
TSHR antagonist = Antagonists of the Thyroid Stimulating Hormone Receptor: HTS campaign | TSHR-expressing cells, TSH-stimulated cAMP HTRF, 2 h; active compounds read low | Thyrotropin receptor (Homo sapiens), P16473 | 330,000 compounds, 0.2% hits | activity change, negative = inhibition, % at 11.5 µM | AID 504810, 2011;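 active = activity change below a set negative limit, meaning inhibition stronger than a set level, cut at about -70% in these data; inconclusive = activity change between two set negative limits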; also: % is scaled to controls: 0 for no effect and ±100 for the full control effect
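Freshly harvested TSHR cells receive pin-tooled compound, then EC80 TSH at 4nM final. After 2 hours at 37 deg C, antibody in lysis buffer and cAMP-d2 are added; 30 minutes at ambient temperature precede the HTRF read.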
TCR act = Activators of T cell receptors: qHTS campaign. primary human leukocytes, anti-CD3, IL-2 HTRF, 48 h. Potency, µM (series often up to 9.22 µM), for the others: at the highest dose activation of IL-2 secretion, usual class: activators. 330,000 tested, under 10 active; also: % of control where 0% means no effect
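IL-2 produced over 48 hr by a-CD3 bead-stimulated primary human leukocytes exposed to compounds was detected with a homogeneous time-resolved FRET immunoassay, 665nm acceptor signal after 320nm excitation.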
KCNH2 3.1 inh = qHTS for Inhibitors of KCHN2 3.1: Mutant qHTS | U2OS KCNH2 3.1, thallium flux FluxOr; active compounds read low | activity change, % (tested at about 1.8 µM) | 340,000 compounds, 0.95% hits;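 active = maximum activity change below -70%; inconclusive = maximum activity change from -70% to -50%; inactive = maximum activity change above -50%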;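 also: thallium influx rate constant from kinetic fluorescence after stimulation buffer; % is scaled to controls: 0 for no effect and ±100 for the full control effect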
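Channel expression came from 3.1 mutant virus (1.77 x 10^8 /mL) applied to suspended U2OS cells for 4 h. Flux was tracked with FluxOr dye plus Red40 quencher, and kinetic rate constants normalized to controls.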
ELG1 DNA repair = qHTS screen for small molecules that inhibit ELG1-dependent DNA repair in human embryonic kidney (HEK293T) cells expressing luciferase-tagged ELG1; AID 504467, 2011; Potency, µM (highest dose often 46.1 µM), for inactives: top-dose activity change, negative = inhibition, most hits filed as inhibitors; 330,000 compounds, 2.3% hits; HEK293T ELG1-luciferase reporter, luminescence, 16 h; DNA damage induced by 5-fluorouridine; also: potency is read from the fitted curve at half-maximal effect; % is scaled to controls: 0 for no effect and ±100 for the full control effect; nearly all actives have a fitted effect of over 55% in size
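Cells (2,000 per well) received 5-fluorouridine plus test compound or DMSO and were incubated 16 hr at 37 °C, 5% CO2. Luciferase activity was read by luminescence 30 min after ONE-Glo addition; signal suppression marked inhibition of damage-induced ELG1 function.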
USP2a block = qHTS Assay for Inhibitors of Ubiquitin-specific Protease USP2a Using CHOP2 as the Reporter. 330,000 compounds, 0.01% hits. USP2 core, Ub-CHOP2 coupled fluorogenic reporter, 485/531. AID 463254, 2010. Potency, µM (highest dose often 38.3 µM), for inactives: at the highest dose activity change, negative = inhibition, hits mostly inhibitors;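 also: potency is read from the fitted curve at half-maximal effect; plate controls were DMSO wells for no effect and full inhibition by NEM control for full effect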
Target sequence (O75604 whole entry, looked up): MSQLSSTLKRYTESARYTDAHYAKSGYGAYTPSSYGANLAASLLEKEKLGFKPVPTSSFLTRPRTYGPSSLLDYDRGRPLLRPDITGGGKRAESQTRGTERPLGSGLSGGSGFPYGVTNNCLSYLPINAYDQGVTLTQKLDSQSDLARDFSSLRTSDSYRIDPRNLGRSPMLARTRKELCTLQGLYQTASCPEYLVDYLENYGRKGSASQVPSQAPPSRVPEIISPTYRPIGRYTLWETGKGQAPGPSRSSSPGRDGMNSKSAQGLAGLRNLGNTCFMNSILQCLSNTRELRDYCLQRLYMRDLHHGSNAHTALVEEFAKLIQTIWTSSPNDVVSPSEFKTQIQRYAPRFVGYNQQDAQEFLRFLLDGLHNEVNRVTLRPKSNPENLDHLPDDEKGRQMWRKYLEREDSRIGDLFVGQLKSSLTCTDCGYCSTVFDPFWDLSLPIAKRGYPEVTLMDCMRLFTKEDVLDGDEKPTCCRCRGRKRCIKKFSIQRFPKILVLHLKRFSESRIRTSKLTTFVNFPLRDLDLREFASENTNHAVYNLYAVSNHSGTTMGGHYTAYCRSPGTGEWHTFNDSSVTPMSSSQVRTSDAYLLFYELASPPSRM
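Cell-free coupled assay: 10nM USP2 core preincubated 30min RT with compound in Tris-HCl pH 8.0/CaCl2/CHAPS buffer, then 25nM Ub-CHOP2 and 25nM reporter substrate; fluorescence (Ex 485/Em 531) read after 60min RT, normalized to NEM inhibition, concentration-response curves fitted.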
TRPV1 agonist = HTS Assay for Compounds that Act as Agonists of the Vanilloid Receptor 1; TRPV1-expressing cells, Fluo-8 calcium influx, agonist mode; activation, % at 8.33 µM; 320,000 compounds, 0.19% hits; AID 540275, 2011; in the data active = activation above about 80%; inconclusive = between about 30% and that limit; also: 0% is about no effect
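Fluo-8 calcium influx in TRPV1-expressing cells, kinetic read (ex 480/em 520 nm). Compound added and read 3 min for agonist activity, followed by capsaicin at EC20 final and 2 min further read for enhancement.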
Mito fusion act = qHTS Assay for Small Molecule Inhibitors of Mitochondrial Division or Activators of Mitochondrial Fusion; S. cerevisiae fusion-defective mutant growth rescue, CellTiterGlo 48 h; Potency, µM (series often up to 46.1 µM), for inactives: at the highest dose growth rescue (activation), actives largely listed as activators; 320,000 compounds, 0.23% hits;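 also: potency is read from the fitted curve at half-maximal effect; % of control where 0% means no effect; nearly all actives have a fitted effect of over 45% in size; temperature-sensitive fusion mutants such as fzo1-1 at 37 °C on non-fermentable ethanol glycerol medium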
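Yeast fusion mutant, YPEG (non-fermentable carbon), compound, 48 h at 37C non-permissive; CellTiterGlo added, 10 min RT, luminescence read. Rescued growth = division inhibition.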
AT treatment = qHTS Assay for Identifying a Potential Treatment of Ataxia-Telangiectasia. […] A-T fibroblasts, KAP-1 phosphorylation AlphaLISA; neocarzinostatin DNA damage 30 min before lysis. Potency, µM (highest dose often 57.5 µM), for the others: at the highest dose activation, actives largely listed as activators. 320,000 compounds, 0.19% hits; also: potency is read from the fitted curve at half-maximal effect; % of control where 0% means no effect; nearly all actives have a fitted effect of over 45% in size
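ATM-like activity read as KAP-1 phosphorylation via AlphaLISA donor/acceptor antibody pairs after lysis and 6 hr at 25C. Cells were ATM-null patient fibroblasts ([…], hTERT), dosed 60 min, then exposed to the DSB inducer NCS for 30 min.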
Eya2 inh = qHTS Assay for Inhibitors of the Phosphatase Activity of Eya2; AID 488837, 2010; Potency, µM (doses to about 76.9 µM), for the others: at the top dose activity, negative = inhibition, usual class: inhibitors; 330,000 compounds, 0.006% hits; recombinant Eya2, OMFP fluorescence dephosphorylation (OMFP is methylfluorescein phosphate); Protein phosphatase EYA2 (Homo sapiens), O00167; also: potency is read from the fitted curve at half-maximal effect; % is scaled to controls: 0 for no effect and ±100 for the full control effect
Target sequence (O00167 whole entry, looked up): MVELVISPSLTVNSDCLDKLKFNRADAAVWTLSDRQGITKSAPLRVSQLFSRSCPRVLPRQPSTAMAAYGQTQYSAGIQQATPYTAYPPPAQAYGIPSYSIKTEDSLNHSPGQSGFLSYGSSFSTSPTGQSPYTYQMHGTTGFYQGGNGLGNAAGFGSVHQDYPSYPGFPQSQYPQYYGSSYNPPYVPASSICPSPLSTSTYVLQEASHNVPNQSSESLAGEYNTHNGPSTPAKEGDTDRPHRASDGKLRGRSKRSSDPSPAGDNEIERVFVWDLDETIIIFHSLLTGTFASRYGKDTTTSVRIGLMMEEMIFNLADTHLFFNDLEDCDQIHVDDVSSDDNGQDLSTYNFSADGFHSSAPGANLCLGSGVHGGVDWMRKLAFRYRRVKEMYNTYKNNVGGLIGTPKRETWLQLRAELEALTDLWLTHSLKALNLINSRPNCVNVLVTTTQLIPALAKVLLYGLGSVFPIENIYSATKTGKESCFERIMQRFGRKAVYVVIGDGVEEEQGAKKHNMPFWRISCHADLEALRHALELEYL
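Eya2 protein (added as 0.2 uM solution) was preincubated with compound for 10 min at ambient temperature in 50 mM HEPES pH 7.5, 50 mM NaCl, 5 uM MgCl2, 0.05% BSA, 1 mM DTT. OMFP (added at 50 uM) then reacted 10 min; fluorescence read at 485/525 nm.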
The depositor's hits bear a star; ? = inconclusive; / = no result given; [ ] = dose if it differs, or a comment. Unless noted, calls follow the shape of the dose curve; as a rule, active = well fitted curve in the direction sought with a large enough effect; inconclusive = small, poorly fitted or top-dose-only effect, or another doubt; inactive = no such curve, though single readings can be large; an effect the other way counts as inactive or inconclusive.

SMILES	KCNH2 WT inh	TSHR antagonist	TCR act	KCNH2 3.1 inh	ELG1 DNA repair	USP2a block	TRPV1 agonist	Mito fusion act	AT treatment	Eya2 inh
CC(=O)Nc1ccccc1C(=O)C(=O)Nc1ccc(C)c(C)c1	3	0	-1%[46.1 µM]	5	?	-1%	1	0%	-7%	9%
CCOC(=O)c1cnc(Nc2nc3ccccc3o2)nc1CSC(=S)N1CCCCC1	-3	-7	-2%[46.1 µM]	5	22%	4%	-5	-8%	1%	-3%
COc1ccc(N2CCN(C(=O)CN=C3NS(=O)(=O)C(c4ccc(C)cc4)=C3C)CC2)cc1	1	1	/	6	?	3%	8	-2%	7%	-3%
COc1ccc(C)cc1S(=O)(=O)Nc1ccc(-n2c(C)nc3ccccc3c2=O)cc1	1	-10	-3%	6	?	0%	2	3%	-3%	3%
Cc1ccc(NC(=O)CSCC(=O)N=c2sccn2C)cc1	-9	4	0%	13	?	-2%	-1	0%	0%	1%
O=C(Nc1ccc2c(c1)OCO2)N1CCN(S(=O)(=O)c2ccc(Cl)cc2)CC1	-12	6	-1%	-5	-1%	0%	-1	4%	8%	-22%
Cc1ccc(NC(=S)NCCc2ccc(F)cc2)c(C)c1	4	-5	0%[46.1 µM]	15	5%	4%	3	10%	3%	2%
c1ccc(OCc2nn3c(-c4ccco4)nnc3s2)cc1	3	-2	7%	-1	2%	5%	/	0%	20%	-3%
CCn1cc(CN2CCCC(C(=O)Nc3cccc(-c4cc5ccccc5[nH]4)c3)C2)cn1 (stereo not drawn)	41	1	5%	-43	4%	0%	4	-4%	-4%	5%
COC(=O)c1ccc(Cl)cc1NC(=O)/C=C/c1ccc(C)o1	-5	12	2%[46.1 µM]	-10	16%	4%	2	-1%	5%	-13%
O=C1OCCC1Sc1nc2cc(Cl)ccc2n1Cc1ccccc1 (stereo not drawn)	4	-7	0%	-20	1%	-6%	18	-12%	4%	11%
COc1cc2ccccc2c2c1CCCC2=O	19	39	-2%	18	?	-5%	0	5%	14%	-21%

Three entries out of the list above, arranged by the number in TRPV1 agonist, rising:
SMILES,TSHR antagonist,TCR act,TRPV1 agonist,Mito fusion act,Eya2 inh
COc1cc2ccccc2c2c1CCCC2=O,39,-2%,0,5%,-21%
COc1ccc(C)cc1S(=O)(=O)Nc1ccc(-n2c(C)nc3ccccc3c2=O)cc1,-10,-3%,2,3%,3%
Cc1ccc(NC(=S)NCCc2ccc(F)cc2)c(C)c1,-5,0%[46.1 µM],3,10%,2%

Other entries follow.
SMILES	KCNH2 WT inh	TSHR antagonist	TCR act	KCNH2 3.1 inh	ELG1 DNA repair	USP2a block	TRPV1 agonist	Mito fusion act	AT treatment	Eya2 inh
N#C/C(=C/c1ccc([N+](=O)[O-])cc1)C(=O)Nc1ccccc1O	-8	-12	3%[46.1 µM]	13	?	-1%	0	1%	-1%	-4%
O=C(O)CN1C(c2ccccc2)=Nc2ccc(Br)cc2C1c1ccccc1 (stereo not drawn)	-13	-5	-1%	10	1%	7%	-1	5%	-2%	6%
CN(C)S(=O)(=O)n1cc(/C=C(\NC(=O)c2ccccc2)C(=O)N2CCCC2)c2ccccc21	5	2	2%	19	?	5%	4	-6%	7%	-8%
COc1ccc(NC(=O)CCn2c(=O)c3cccn3c3ccccc32)cc1	10	8	1%	-1	?	4%	11	-1%	-2%	-7%
COC(=O)C1=C(C)Nc2c(c(=O)n(C)c(=O)n2C)C1c1ccc(C)cc1 (stereo not drawn)	-24	1	-4%	-19	?	0%	4	1%	-4%	8%
NC(=O)CSc1ccc(F)cc1	-12	2	3%	0	-1%	4%	3	-1%	2%	12%
CCn1c(C)c(CCC(=O)O)c(=O)n2nc(-c3ccccc3OC)cc12	3	-4	-5%	3	7%	2%	-4	-4%	5%	9%
Cc1ccc(S(=O)(=O)N(C)C(C)CCc2ccco2)cc1 (stereo not drawn)	-3	-10	11%	1	1%	1%	4	9%	10%	2%
Cn1nccc1C(=O)Nc1sc2c(c1C#N)CCCC2	-25	-14	-8%	-4	20%	2%	?	4%	23%	3%
Cc1ccc(C(=O)NCC(=O)N2CCCC(C(F)(F)F)C2)s1 (stereo not drawn)	-1	43	-21%	2	?	0%	-2	4%	/	11%
Cc1ccc2[nH]c3c(NCCCN4CCCC4=O)ncnc3c2c1	0	1	-10%	6	?	1%	-5	-3%	1%	5%
CC(C)Cn1nc(C(=O)Nc2cccc(C(=O)NC3CC3)c2)c2ccccc2c1=O	6	-20	-3%	4	16µM*	4%	20	10%	3%	-8%
COCC(C)NC(=O)C1CC(=O)N(c2ccc(C)cc2)C1 (stereo not drawn)	-5	10	-3%	5	18%	-1%	2	2%	7%	4%
CCS(=O)(=O)CCSc1nc(C)cc(C)n1	-9	10	-9%	18	16%	-1%	-1	3%	6%	13%
CNC(=O)CCSc1ccc(C)cc1	-3	2	-3%[46.1 µM]	10	?	2%	7	0%	-3%	8%
CCOC(=O)C1=C(C)OC(N)=C(C#N)C1c1ccc(C)o1 (stereo not drawn)	2	17	6%	-16	-9%	3%	12	-2%	9%	-11%
CCN(CC)S(=O)(=O)c1cccc(N2CC(O)=C(c3ccccc3)C2=N)c1	1	-4	8%	9	17%	0%	-1	-4%	3%	0%
COc1ccc(NC(=O)C2CCC(N3C(=O)C4C5C=CC(C5)C4C3=O)CC2)cc1 (stereo not drawn)	-1	48	-24%	-2	?	7%	-2	1%	3%	-10%
Cc1cccc(-n2c(O)c(C=Nc3cccc(O)c3)c3ccccc3c2=O)n1	-9	-9	6%	-3	?	-2%	0	2%	-8%	2%
Cc1cc(C(=O)COc2ccccc2Cl)c(C)n1-c1ccc2c(c1)OCO2	7	-11	-12%[46.1 µM]	11	?	-2%	3	?	5%	0%
Cc1ccc2c(c1)-c1c(ssc1=S)C(C)(C)N2C(=O)c1ccco1	-4	-20	-2%[46.1 µM]	-3	?	-2%	6	22%	-4%	-11%
CN(C)S(=O)(=O)c1cccc(NC(=O)COC(=O)c2ccc3ccccc3n2)c1	6	-9	-2%	2	0%	-1%	/	/	-2%	7%
CCOC(=O)c1ccc(NC(=O)CCNC(=O)c2ccc([N+](=O)[O-])cc2)cc1	28	29	-2%[46.1 µM]	-8	-6%	0%	9	6%	-4%	7%
COc1ccc(NC(=O)c2cnn(-c3ccccc3)c2C)cc1OC	16	-4	/	3	?	0%	10	-2%	-2%	8%
CC1CCN(C(=O)CSc2nnc(-c3cccs3)o2)CC1	4	5	2%	-6	?	-1%	-8	11%	16%	0%
COc1cc(/C=C/C(=O)O)cc(S(=O)(=O)NCc2ccc3c(c2)OCO3)c1OC	-4	6	6%	7	-13%	8%	15	-1%	3%	3%
COc1cccc(NC(=O)CSc2nc3c(c(=O)n2C)SC(C)C3)c1 (stereo not drawn)	3	4	1%[46.1 µM]	-1	-15%	1%	2	4%	1%	-8%
CC(=O)C1=C(O)C(=O)N(c2cccnc2)C1c1ccc(Cl)cc1 (stereo not drawn)	-9	-1	-2%	-2	27%	0%	-8	6%	2%	7%
O=C(O)c1ccc(-n2nnnc2Oc2ccccc2C(=O)N2CCOCC2)cc1	0	1	-4%	2	4%	2%	-2	0%	3%	-4%
CCNC(=O)/C(C#N)=C/c1c(N2CCN(c3ccccc3)CC2)nc2ccccn2c1=O	18	2	-8%	2	14%	3%	7	14%	-7%	11%
O=C(Nc1cccc2c1CCCC2)c1ccc(Br)o1	-13	-15	3%	-15	3%	1%	?	9%	7%	4%
O=C(Nc1cccc2c1C(=O)NC2=O)c1ccc(N2C(=O)CCC2=O)cc1	-2	10	-5%	4	14%	2%	-2	0%	-2%	3%
O=C(NCCCN1CCOCC1)C1CCC(=O)N1CCc1ccccc1 (stereo not drawn)	11	0	-4%	-2	11%	0%	/	1%	12%	21%
C=CCNC(=S)NN=C1CCC(c2ccccc2)CC1 (stereo not drawn)	-10	3	7%	8	2%	3%	14	-14%	-2%	-21%
Cc1cc(O)c(C(C)C)cc1NC(=O)c1ccccc1Cl	3	-12	-1%	-16	16%	3%	0	18%	5%	1%
CC1CCc2c(sc(NC(=O)Cn3cnc([N+](=O)[O-])n3)c2C(N)=O)C1 (stereo not drawn)	/	-3	-6%	8	16%	0%	0	-1%	7%	0%
Cc1ccc(C(C(=O)NC2CCCC2)N(Cc2ccccc2)C(=O)c2csnn2)o1 (stereo not drawn)	-3	-4	0%	7	-17%	3%	-4	-2%	-1%	0%

An excerpt, so the mix of outcomes need not match the whole.
